mHTT CaM bind = mHTT-calmodulin interaction abrogation; inhibition, % at 15 µM; hit rate 3.6% among 190,000; AlphaScreen His-mHTT/GST-CaM binding, luminescence; P42858;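 note: 0% = both proteins with DMSO and 100% = one protein alone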
Pf apPOL inh = Pf-apPOL DNA polymerase inhibition. inhibition, % at 10 µM. hit rate 0.25% among 210,000. Recombinant Pf-apPOL, molecular beacon fluorescence, 1.5 h
Numbers without * were called inactive; / = no result given; & = joins results of further samples. Cut-off read from the data, not from the text of the source: active = inhibition above about 50%; inactive = the rest.

Preview, 2 compounds:
structure	mHTT CaM bind	Pf apPOL inh
O=C(Nc1ccc(Cc2ccncc2)cc1)C1CCCN1S(=O)(=O)c1ccccc1 (stereo not given)	5.0&1.9	-8.8&22.7
CCn1c(=N)c(C(=O)NCCCOC)cc2c(=O)n3cccc(C)c3nc21	2.0	-7.7

This part in full, from the start:
structure	mHTT CaM bind	Pf apPOL inh
O=C(Nc1ccc(Cc2ccncc2)cc1)C1CCCN1S(=O)(=O)c1ccccc1 (stereo not given)	5.0&1.9	-8.8&22.7
CCn1c(=N)c(C(=O)NCCCOC)cc2c(=O)n3cccc(C)c3nc21	2.0	-7.7
C=CCn1c(=O)c2c(ncn2Cc2cccc(F)c2)n(-c2ccccc2C)c1=O	7.2	-0.7
O=C(Cc1ccc(-c2ccccc2)cc1)Nc1nnc2n1CCS2	45.1	-9.4
COc1ccc(C=C2Oc3c(ccc(OS(C)(=O)=O)c3C)C2=O)c(OC)c1	11.9	0.0
COc1ccc(C=C2Oc3c(CN4CCCC4)c(O)cc(C)c3C2=O)c(OC)c1	10.2	-7.3
O=C(c1csc(-c2cccnc2)n1)N1CCN(c2ccccn2)CC1	3.9	-4.0
O=C1OC(c2cccc(F)c2)=N/C1=C\C=C\c1ccccc1	34.0	0.6
COC(=O)c1cnc2nc(C)ccc2c1Nc1cccc(Cl)c1F	23.0	-3.8
Cc1c(NC(=O)c2ccccc2)cccc1[N+](=O)[O-]	0.6	-1.2
O=c1c([N+](=O)[O-])c(O)c2ccccc2n1Cc1ccccc1	3.3	-18.4
CC(C)(C)C1CCC2(CC1)NC(=O)N(CC(=O)NCc1ccc(F)cc1)C2=O (stereo not given)	-3.7	0.0
O=C(CSc1nccc(-c2ccc3c(c2)OCO3)n1)c1ccc2c(c1)OCO2	-6.2	10.3
CC(C)Oc1ccc(CNC(=O)c2ccc(N3CCNC(c4ccccc4)C3)nc2)cc1 (stereo not given)	24.3	-1.5
O=C(CN1C(=O)NC2(CCCCC2)C1=O)Nc1ccc(F)cc1	2.9	-1.6

New compounds follow
structure	mHTT CaM bind	Pf apPOL inh
CCCNc1ccc(-c2ccc(C)c(S(=O)(=O)N3CCCCC3)c2)nn1	-12.1	0.7
O=C1CC(Cc2ccccc2)C(=O)N1c1nccs1 (stereo not given)	5.3	-0.9
CC1CCN(C(=O)c2ccccc2N2CCC(NC(=O)CC(C)(C)C)CC2)CC1	8.1	-68.2
Brc1ccc(-c2nnc3n2N=C(c2ccccc2)CS3)cc1	-4.0	-4.5
Cc1cc(Cl)ccc1N1CCN(C(=O)NC(C)(C)C)C(C)C1=O (stereo not given)	-6.7	-0.9
CC1CN(C(=O)CC2CCCC2)CC1c1nc(-c2ccccc2)no1 (stereo not given)	-13.1	2.3
COc1ccc(OCC(=O)Nc2ncc(Cc3cccc(C(F)(F)F)c3)s2)cc1	-2.0	-1.9
Cc1ccc2c(c1)NC(c1ccco1)C1=C(CC(C)(C)CC1=O)N2 (stereo not given)	15.5	-0.6
Cc1ccc(Nc2nc(C(=O)N3CCN(S(C)(=O)=O)CC3)cs2)c(C)c1	-1.2	-10.8
O=C(Cc1ccccc1)Nc1ccc(S(=O)(=O)N2CCCC2)cc1	0.9	-8.3
CN(C)CCCN1C(=O)C(O)=C(C(=O)c2ccco2)C1c1cccs1 (stereo not given)	-4.7	/
CC(=O)c1ccc(NC(=O)c2ccc3snnc3c2)cc1	10.9	-0.6
CCN1CCN(c2ccc(NC(=O)c3ccc(F)c(Cl)c3)cn2)C1=O	-7.0	2.3
CCCCCCNc1nc(Cl)nc(NCc2ccco2)n1	2.0	-4.7
COc1cccc(NC(=O)C2CCN(c3ccncc3)CC2)c1	-6.9	0.7

Next records:
structure	mHTT CaM bind	Pf apPOL inh
CCCCS(=O)(=O)N1CC=C(c2cn(CC)c3ncccc23)CC1	8.9	-4.8
COc1ccc(/C=C2\N=C(c3ccccc3C)OC2=O)cc1	-4.0	-2.8
CC1(C)[C@@H]2CCC1(CS(N)(=O)=O)C(=O)C2	-2.8	/
CC1CCCN(C(=O)c2cc(-c3ccc(Cl)cc3)on2)C1 (stereo not given)	-8.6	-0.5
CCCC1=NN2C(=N)/C(=C/c3cc(Br)ccc3OC)C(=O)N=C2S1	13.0	3.6
COc1cc(-c2nc3ccc(Br)cc3c(=O)o2)cc(OC)c1OC	2.0	0.9
O=C(NCCSS(=O)(=O)O)c1ccco1	-5.0	-0.6
COc1cc(NS(=O)(=O)c2c(C)ccc3nsnc23)c2ncccc2c1	2.0	6.0
O=C(Nc1ccc2c(c1)CCC2)Nc1cccn2ncnc12	4.2	2.9
c1cncc(-c2noc(-c3cccnc3)n2)c1	-1.3	-6.2
O=C(C1CCCCC1)N1C[C@@H](n2cc(C3CC3)nn2)[C@H](O)C[C@@H]1c1ccc(Cl)cc1	-5.6	-2.5
CNc1c([N+](=O)[O-])cc2c(c1[N+](=O)[O-])n(C)c(=O)n2C	-4.5	/
CCc1nc2c(NC(=O)CC3CCCC3)cccn2n1	-8.1	9.1
Cc1ccc(C(=O)N2CCC(COc3ccccc3C(=O)NC3CC3)CC2)c(C)c1	16.0	7.1
Cc1nnc(-c2cccc(Cl)c2)nc1NC(C)C	13.2	-3.8

Remaining list, next part.
structure	mHTT CaM bind	Pf apPOL inh
CC(=O)N1c2c(cc(Br)cc2S(=O)(=O)N(C)Cc2ccccc2)CC1C (stereo not given)	14.0	-2.7
N#CC(C#N)=CNc1cc(C(F)(F)F)ccc1N1CCCCC1	/	1.5
CSc1ncc(Cl)c(C(=O)N2CCc3ccccc3C2)n1	4.3	-6.6
Cc1ccc(CNC(=O)C2CCN(c3nccnc3Oc3cccc(C)c3)CC2)cc1	1.0	1.4
c1cc2c(cc1-c1nc3sc(-c4ccc5c(c4)OCO5)nc3s1)OCO2	-6.0	-3.1
Cc1cc(C)c(C)c(S(=O)(=O)N2CCN(c3ccccn3)CC2)c1C	-0.5	-6.3
COc1ccc(C2=NN3COc4ccc(Br)cc4C3C2)cc1 (stereo not given)	34.0	-103.9
CCOc1ccc(NC(=O)C2CC(C)=C(C)CC2C(=O)O)cc1 (stereo not given)	-2.0	-3.4
O=C(CN1CCCCC1c1nc(C2CC2)no1)Nc1ccccn1 (stereo not given)	3.2	-0.7
CNC(=O)C1CCCN1C(=O)Nc1ccccc1C (stereo not given)	-4.4	-2.5
Cc1cccc(Cc2c(C)nc(C)nc2N2CCN(C(=O)NC(C)C)CC2)c1	-7.1	-5.9
CCn1c(SC)nc2ccccc2c1=O	-2.5	2.7
CC1(C(=O)NC2CCCCC2)CCC(=O)N1CCc1ccc(Cl)cc1 (stereo not given)	14.0	-10.7
COc1ccc(CNC(=O)c2cc3c(s2)N(C)CCC3)c(OC)c1	22.0	-2.5
O=C1Oc2ccccc2C(=O)C1=CN1CCCCC1	-15.2	-55.2

Later entries
structure	mHTT CaM bind	Pf apPOL inh
O=C(Cc1csc(Nc2cccc(C(F)(F)F)c2)n1)NCc1cccs1	0.1	-7.9
CCc1ccc(CNC(=O)C2CCN(c3nnc(-c4ccc(OC)cc4)o3)CC2)cc1	28.5	-1.2
CC(C)S(=O)(=O)c1cc2c(cc1[N+](=O)[O-])n(C)c(=O)c(=O)n2C	-6.2	/
COc1ccc(-c2nc(-c3ccc(C)cc3)no2)cc1OC	-13.6	1.7
COc1ccc(CNC(=O)C2CCc3sc(C(=O)N(C)C)cc3C2)cc1OC (stereo not given)	1.8	-2.2
Cc1oc2c(C)c(O)ccc2c(=O)c1Oc1ccccc1F	-1.1	-0.2
CCOC(=O)COc1cc2c(C(=O)OCC)c(-c3ccccc3)oc2cc1Br	-7.8	-7.1
CS(=O)(=NC(=O)c1ccc(-c2ccccn2)s1)c1ccc(Cl)cc1 (stereo not given)	/	-7.7
O=C1c2ccccc2NC(c2ccc(F)cc2)N1c1ccc(F)cc1 (stereo not given)	4.0	-1.3
CC1(C(=O)NCc2ccccc2)CCCN(S(=O)(=O)c2ccccc2Cl)C1 (stereo not given)	-4.1	-2.6
C=C1CC23CC4C5C6(C)CC(O)CC57C(C2C(O)C1C(O)C37)N4C6 (stereo not given)	/	-14.1
CC1(C)C2C[C@H]1CC=C2CCO	-3.5	/
Cc1ccc(C2CCCN2C(=O)c2c(C)noc2C)cc1 (stereo not given)	-3.5	12.9
COC(=O)C12CC3CC(CC(NC(=O)c4ccc(Cn5ccnc5)cc4)(C3)C1)C2	0.4	-0.9
Cc1cccnc1N=Cc1nc(-c2ccc(Br)cc2)oc1O	0.0	3.0

Next entries
structure	mHTT CaM bind	Pf apPOL inh
CCOC(=O)C1CCCN(S(=O)(=O)c2cn(C)c(=O)n(C)c2=O)C1 (stereo not given)	-7.7	-0.9
Cc1cc(C)c(C)c(OCc2nc(C(=O)N3CCC(C)CC3)cs2)c1	-9.0	-0.4
CC1(C)CO[C@@H](CC(=O)O)CN1	/	-4.3
CC(C)(C)NC(=O)N1CCC(n2c(-c3ccsc3)nc3cccnc32)C1 (stereo not given)	7.3	-3.1
O=C(NCCC1=CCCCC1)C(=O)NCC(O)c1cccc2ccccc12 (stereo not given)	0.9	-0.8
O=C(NCCCN1CCCC1)c1ccc(-c2ccc(N3CCSCC3)nc2)cc1	26.8	5.3
O=[N+]([O-])c1cc(C(F)(F)F)ccc1Oc1ccc(-c2nnco2)cc1	/	-3.3
Cc1cc2cc(CCNC(=O)c3c(F)cccc3F)c(=O)[nH]c2cc1C	0.0	-3.7
O=C1CCCC2=C1C(c1cccc(Br)c1)n1nc(-c3ccccc3)nc1N2 (stereo not given)	-1.9	-2.2
NC(N)=NC(N)=Nc1ccccc1C(F)(F)F	/	-4.1
O=C(O)c1ccc2c(c1)ncn2C1CCCCC1	-6.6	0.1
O=C(CCCCCN1C(=O)c2ccccc2C1=O)Nc1cccc(C(F)(F)F)c1	3.0	-0.6
CN1C2CCC1CC(NC(=O)CSc1nnc(N)s1)C2 (stereo not given)	/	-7.3
Cc1nnc(NC(=O)Cn2nc(C(F)(F)F)c(Cl)c2C2CC2)s1	-6.5	/
CCOc1ccc(-c2cc(C(F)(F)F)c(C#N)c(SCCC(=O)O)n2)cc1	-2.0	-6.5

Next records.
structure	mHTT CaM bind	Pf apPOL inh
Cc1ccc(NC(=O)CN2C(=O)C(c3ccccc3)=NC2(C)C)cc1C	-10.5	-4.1
COc1ccccc1C1SCCN1S(=O)(=O)c1ccc(F)cc1 (stereo not given)	-20.0	-8.5
CCNc1cc(N2CCC(CCC(=O)NCc3ccc(F)cc3Cl)CC2)ncn1	6.5	-4.1
C=CCc1ccc(OCCCOc2ccc(C=O)cc2OC)c(OC)c1	8.4	-10.8
CCOc1ccccc1C(=O)Nc1c2c(nn1-c1ccc(OC)cc1)CS(=O)(=O)C2	-1.0	-3.8
O=C1CSC(c2ccc(Cl)cc2)N1c1ccc(Br)cc1 (stereo not given)	-1.0	-6.6
CN1CC(=O)NC(c2ccccc2Cl)C1=O (stereo not given)	-6.9	1.3
O=C(NCc1cccnc1)C(CCO)Sc1nc2sc3c(c2c(=O)[nH]1)CCCC3 (stereo not given)	-16.2&1.6	0.4&-6.7
CCOc1ccc(S(=O)(=O)NCCn2nc(C)cc2C)cc1F	-14.1	-7.2
Cc1nn(-c2ccc(F)cc2)c2nc(N3CCCC(C(=O)NCCC(C)C)C3)sc12 (stereo not given)	5.4	-0.7
CC(C)(C)C(=O)Nc1cnc(-c2ccc(Cl)cc2)nc1	4.2	-2.9
CC(=O)OCC1OC(Oc2ccccc2C(=O)O)C(OC(C)=O)C(OC(C)=O)C1OC(C)=O (stereo not given)	-4.1	-4.3
Cc1onc(-c2ccccc2)c1C1=N/C(=C\C=C\c2ccccc2)C(=O)O1	68.0*	-2.5
Cc1cc(C)c(NC(=O)c2cc3c(C)nn(-c4ccccc4)c3s2)c(C)n1	21.0	-2.6
CC(C)c1ccc(N(CC(=O)Nc2ccc(C(N)=O)cc2)S(C)(=O)=O)cc1	3.0	-12.9

Further entries follow.
structure	mHTT CaM bind	Pf apPOL inh
Cc1ccc(C(=O)N2CCc3c(nc4cc(-c5ccccc5)[nH]n4c3=O)C2)cn1	24.7	5.6
CNc1ncnc2c1C(c1ccccc1)c1c(NC)ncnc1O2	1.0	0.4
CCCCOc1ccc(C2(C(=O)O)CCCC2)cc1	-2.1	-12.1
CCc1nnc(-c2cn(CC(=O)NCc3ccco3)c3ccccc23)o1	9.9	-5.5
Cn1c(=O)c2c(nc(N3CCCCC3)n2CCCNC2=NCCCCC2)n(C)c1=O	-2.0	-5.0
c1cc(-c2nnc(CC34CC5CC(CC(C5)C3)C4)o2)ccn1	-7.3	/
c1csc(-c2nc3ccccn3c2Nc2ccc3c(c2)OCCO3)c1	36.0	-10.6
O=C(CC1CCN(C(=O)c2ccccc2)CC1)NCc1ccc(Cl)cc1	-4.0	3.1
COc1ccc(CN2CN3Cc4ccc(C)cc4C3CS2(=O)=O)cc1 (stereo not given)	-0.6	-11.6
COc1ccc(S(=O)(=O)N2CC3CC2CC3NC(=O)c2cccs2)cc1Cl (stereo not given)	2.6	1.3
CCSc1n[nH]c2nc3ccccc3n12	-5.6	-3.5

Reformatted with values under each structure: part of the list above.
Under each structure: mHTT CaM bind	Pf apPOL inh
COC(=O)c1cnc2nc(C)ccc2c1Nc1cccc(Cl)c1F
 : 23.0	-3.8
Cc1c(NC(=O)c2ccccc2)cccc1[N+](=O)[O-]
 : 0.6	-1.2

Whole records, looked up by structure. Order of values: mHTT CaM bind | Pf apPOL inh
N#CC(C#N)=CNc1cc(C(F)(F)F)ccc1N1CCCCC1 across the screens: / | 1.5
Cc1ccc(C2CCCN2C(=O)c2c(C)noc2C)cc1 (stereo not given) across the screens: -3.5 | 12.9
CC1(C(=O)NC2CCCCC2)CCC(=O)N1CCc1ccc(Cl)cc1 (stereo not given) across the screens: 14.0 | -10.7
COC(=O)C12CC3CC(CC(NC(=O)c4ccc(Cn5ccnc5)cc4)(C3)C1)C2 across the screens: 0.4 | -0.9
CCOc1ccc(NC(=O)C2CC(C)=C(C)CC2C(=O)O)cc1 (stereo not given) across the screens: -2.0 | -3.4
